Screening results: PubChem, Johns Hopkins Ion Channel Center
CHT inh – inhibits the human high affinity choline transporter; CHT-expressing cells, membrane potential dye, choline response; hits give low values; 310,000 compounds, 0.86% hits; Q9GZV3; B-score at 10 µM; AID 488975;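 active = B-score over 3 SD under the library average, and starting fluorescence ratio not unusually high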;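 also: choline stimulus applied at its EC90 after an EC20 pre-addition; B-score computed on integrated fluorescence ratio after choline addition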
Target sequence (Q9GZV3 whole entry, looked up): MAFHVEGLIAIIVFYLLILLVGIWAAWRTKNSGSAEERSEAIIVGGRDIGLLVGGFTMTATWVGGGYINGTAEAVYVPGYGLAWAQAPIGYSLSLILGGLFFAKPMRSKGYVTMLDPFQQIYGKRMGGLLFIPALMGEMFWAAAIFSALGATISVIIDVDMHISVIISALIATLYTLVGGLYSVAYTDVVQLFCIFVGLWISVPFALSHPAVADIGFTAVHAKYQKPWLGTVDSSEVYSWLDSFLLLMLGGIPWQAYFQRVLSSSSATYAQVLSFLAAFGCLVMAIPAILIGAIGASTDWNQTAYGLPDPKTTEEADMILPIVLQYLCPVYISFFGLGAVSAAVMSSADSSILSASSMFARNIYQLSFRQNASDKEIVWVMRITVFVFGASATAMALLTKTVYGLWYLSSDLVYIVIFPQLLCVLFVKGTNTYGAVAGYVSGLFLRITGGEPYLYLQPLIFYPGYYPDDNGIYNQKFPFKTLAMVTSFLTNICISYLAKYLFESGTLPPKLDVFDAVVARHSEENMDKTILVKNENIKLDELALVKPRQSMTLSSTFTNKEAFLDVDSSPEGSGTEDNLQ
CHT allo act – human CHT allosteric activation; Q9GZV3; CHT-expressing cells, membrane potential dye, choline EC20; hits give high values; LV-AA mutant CHT in HEK293 cells; B-score at 10 µM; 310,000 compounds, 0.49% hits;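 active = initial fluorescence not abnormally high and integrated response B-score, plate-corrected, over 3 SD above library mean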
Starred values were filed as active, the others as inactive; i = inactive.

Under each structure: CHT inh	CHT allo act
CCCn1cnnc1CNC(=O)C1CCC(=O)N(CCc2ccc(OC)cc2)C1 (stereo not given)
 : i	i
COC(=O)C1=C(C)NC(=O)C1(Nc1ccc(Cl)cn1)C(F)(F)F (stereo not given)
 : i	i
CC(NCc1ccco1)C(=O)N1CCc2ccccc2C1 (stereo not given)
 : i	i
CC(C)Cn1c2c(c(=O)[nH]c1=O)C(C(F)(F)F)(C(F)(F)F)N=C(CCC1CCCCC1)N2
 : i	i
COc1nc(NCc2cccnc2)nc(OC)n1
 : i	i
Cc1ccc(C)c(N(CC(=O)N(C)C)S(C)(=O)=O)c1
 : i	i
CCn1c(SCC(=O)NCC2CCCO2)nnc1-c1ccc(Cl)cc1 (stereo not given)
 : i	i
CC(Sc1nnc(N)s1)C(=O)Nc1ccc(N2CCOCC2)cc1 (stereo not given)
 : i	i
Fc1ccc(CNc2ncccn2)cc1
 : i	i
CCN1C(=C2C(=O)c3ccccc3C2=O)C=Cc2ccccc21
 : i	i
COc1ccc(Nc2nc(NCc3ccco3)nc(N/N=C/c3ccc(O)cc3)n2)cc1
 : i	i
O=C(O)c1cc(O)ccc1NC(=O)c1cccc2ccccc12
 : i	i
S=C(NCC1CCCCC1)Nc1cccnc1
 : i	i
OC(CNc1nc(C(F)(F)F)nc2ccccc12)c1ccccc1 (stereo not given)
 : i	i
COCC(=O)NC1(c2nnnn2CCOC(=O)Nc2ccc(Cl)cc2)CCCCC1
 : i	i
Cc1ccc2occ(-c3nn[nH]n3)c(=O)c2c1
 : i	i
CCCCC1=CC2=C(c3ccco3)C(=O)C(C)(OC(=O)c3ccc(OC)cc3)C(=O)C2=CN1Cc1ccc2c(c1)OCO2 (stereo not given)
 : i	i
CC(=O)Nc1ccc2nc(-c3cccs3)[nH]c2c1
 : i	i
COCCNc1c(-c2ccc(O)cc2)nc2ccc(Cl)cn12
 : i	i
COc1ccc(NC(=O)C(CC(C)C)NC(=O)C2CCC(C)CC2)cc1 (stereo not given)
 : i	i
Cc1ccccc1S(=O)(=O)Nc1nc2ccccc2nc1Cl
 : i	i
O=C(NC1CCCC1)c1ccc(Cl)s1
 : i	i
Cc1cccc(N/C=C(\[N+](=O)[O-])S(=O)(=O)c2ccccc2)c1
 : i	i
CCOC(=O)C1=C(C)N=c2s/c(=C\c3cccn3C)c(=O)n2C1c1cccc(OC)c1OC (stereo not given)
 : i	i
CC(C)CCCN1C(Nc2ccccc2)=NC[C@@H]1C
 : i	i
COc1ccc(CN2CCN(Cc3c[nH]c4ccccc34)CC2)cc1
 : i	i
Cn1c(CSc2nc3ccccc3s2)nnc1SCC(=O)NCCCN1CCOCC1
 : i	i
COCCNC(=O)CCCn1c(=O)c2ccccc2n(Cc2ccccc2C#N)c1=O
 : i	i
COC(=O)COc1ccc(S(=O)(=O)Nc2ccccc2SC)cc1
 : i	i
CCN1C(=O)/C(=C\c2nc3ccccc3c(=O)n2CC)c2ccccc21
 : i	i

Exported as labelled records: entries from further up
> COc1ccc(CN2CCN(Cc3c[nH]c4ccccc34)CC2)cc1
  CHT inh = i
  CHT allo act = i

> Cn1c(CSc2nc3ccccc3s2)nnc1SCC(=O)NCCCN1CCOCC1
  CHT inh = i
  CHT allo act = i

> COCCNC(=O)CCCn1c(=O)c2ccccc2n(Cc2ccccc2C#N)c1=O
  CHT inh = i
  CHT allo act = i

> COC(=O)COc1ccc(S(=O)(=O)Nc2ccccc2SC)cc1
  CHT inh = i
  CHT allo act = i

Other results
Under each structure: CHT inh	CHT allo act
CSc1nc2cc(C)nn2c(-c2ccccc2)c1C#N
 : i	i
Nc1nc(SCc2cccc([N+](=O)[O-])c2)n[nH]1
 : i	i
CSc1cccc(NC(=O)CCCn2c(=O)c3cccn3c3cccnc32)c1
 : i	i
O=C(c1ccc(OC2CCN(CCO)CC2)cc1)N1CCCC1
 : i	i
CCN(CC)C(=O)C1=C(C)NC(=S)NC1c1ccc(C)s1 (stereo not given)
 : i	i
O=C(NCc1ccco1)/C(=C\c1ccccc1)NC(=O)c1ccccc1
 : i	i
O=C(NCCCn1ccnc1)/C(=C/c1cccs1)NC(=O)c1ccco1
 : i	i
CC(=O)N1N=C2c3ccccc3CCC2C1c1ccc(F)cc1 (stereo not given)
 : i	i
O=C(OCC(=O)N1CCOCC1)c1ccccc1O
 : i	i
OCc1cc(-c2ccc(Cl)c(Cl)c2)on1
 : i	i
C=CCn1c(O)c(N=NC(=S)Nc2ccccc2C)c2cc(S(=O)(=O)N3CCOCC3)ccc21
 : i	i
Cc1c(-c2ccnc3cc(C(=O)O)nn23)cnn1C
 : i	i
COc1ccc(NCc2nc3ccccc3n2CCOc2ccccc2)cc1
 : i	6.38*
COc1cccc(C2CC(c3ccc(Cl)cc3)n3nc(N)nc3N2)c1 (stereo not given)
 : i	i
Cc1nc(-c2ccc(S(=O)(=O)N3CCN(c4cccc(C)c4C)CC3)cc2)co1
 : i	i
COC(=O)c1ccc2c(=O)sc(N3CCC(C(N)=O)CC3)nc2c1
 : i	i
Cc1n[nH]c(C)c1S(=O)(=O)N1CCOCC1
 : i	i
C/C(CCc1ccccc1)=N\NC(=O)c1ccccc1[N+](=O)[O-]
 : i	i
O=C(O)c1ccccc1OCc1nc2ccccc2s1
 : i	i
COc1ccc(C(=O)NC(=S)NNC(=O)c2cnccn2)cc1
 : i	i
O=C(Nc1cccc(C(F)(F)F)c1)N(Cc1ccc(Cl)cc1)CC(O)C(F)(F)F (stereo not given)
 : i	i
O=C(c1cccnc1)N1CCN(S(=O)(=O)c2ccc(Cl)cc2)CC1
 : i	i
COc1ccc(CCNC(=O)COC(=O)c2ccc(Br)o2)cc1
 : i	i
Cc1cccc(C)c1OCCCCN1CCNCC1
 : i	i
CSc1nc(SCC(=O)NCc2ccco2)c2c3c(sc2n1)CN(C)CC3
 : i	i
O=C(NCc1cccc(C(F)(F)F)c1)c1cc(Cl)ccc1Cl
 : -5.78*	i
CCOC(=O)Cn1nc(C)cc1NC(=O)c1ccncc1
 : i	i
Cc1cccc2cc(C#N)c(N3CCCC3)nc12
 : i	i
Cn1c(CNC(=O)c2ccc(Cl)cc2)nnc1SCC(=O)N1CCOCC1
 : i	i
COC(=O)Cc1ccc(NC(=S)NCc2ccccc2)cc1
 : i	i
Cc1cc(Nc2ccc(Cl)cc2)n2ncnc2n1
 : i	i
COc1ccc(/C=C/c2nnc(NC(=O)C(C)(C)C)s2)cc1
 : i	i
O=c1cc(-c2ccc(O)c(-c3c(O)cc(O)c4c(=O)cc(-c5ccc(O)cc5)oc34)c2)oc2cc(O)cc(O)c12
 : i	i
Cc1ccc(CCNC(=O)c2cccc(N3CCCC3=O)c2)cc1
 : i	i
Cc1cc(C)nc(NC(=O)c2ccc(Cl)cc2Cl)n1
 : i	i
CC1=NN(c2nc(-c3ccc(C)cc3)cs2)C(=O)C1N=Nc1cccc(O)c1 (stereo not given)
 : i	i
COc1ccc(Cl)cc1NC(=S)NCCN1CCOCC1
 : i	i
COCCCNC(=S)Nc1ccc(OC(F)F)cc1C
 : i	i
O=C(NCC(c1cccnc1)N1CCN(c2ccccc2F)CC1)C1CCCCC1 (stereo not given)
 : i	i
COC(=O)c1ccc(CSc2nc3ccc(C)cc3[nH]2)o1
 : i	i
O=C(Cn1cnc2ccccc2c1=O)Nc1ccc2c(c1)OCO2
 : i	i
CC(=O)N1CCc2cc(S(=O)(=O)NC3CCCCC3)ccc21
 : i	i
Cc1cc(C)c2[nH]c(C)c(CN3CCCCCC3)c(=O)c2c1
 : i	i
CCOCCCNC(=O)c1ccc(N2CCCC2)c(NS(=O)(=O)c2ccc(C)cc2)c1
 : i	i
C=CCOc1ccc(/C=C/C(=O)OCC(=O)Nc2c(C)n(C)n(-c3ccccc3)c2=O)cc1
 : i	i
O=C(CCN1C(=O)C2CC=C(Cl)CC2C1=O)Nc1ccccc1O (stereo not given)
 : i	i
Cc1ccc(S(=O)(=O)Nc2cccc(NC(=O)CN3CCCCC3)c2)cc1
 : i	i
CCOC(=O)c1cccc(NC(=O)/C=C/c2ccc([N+](=O)[O-])cc2)c1
 : i	i
CN(C)CCCNCCCNC(=O)/C(=N\O)c1ccccc1
 : i	i
CC1CCCC(C)N1C(=O)COC(=O)Cc1ccc(F)cc1 (stereo not given)
 : i	i
Cc1ccc(NS(=O)(=O)c2cc3[nH]c(=O)c(=O)[nH]c3cc2C)c(C)c1
 : i	i
O=C(/C=C/c1ccc(F)cc1)c1cc(Br)ccc1O
 : i	i
CSCCCNC(=S)Nc1cccc(S(=O)(=O)NC2=NCCC2)c1
 : i	i
COc1cc2[nH]c(=S)nc(NCC3CCCO3)c2cc1OC (stereo not given)
 : i	i
O=S(=O)(NCC1OCCc2ccccc21)c1ccc(S(=O)(=O)N2CCOCC2)cc1 (stereo not given)
 : i	i
CCCc1ccc(OCc2ccc(C(=O)OC)o2)c(OC)c1
 : i	i
CCCCn1nc(C(=O)N(C)CC(=O)Nc2cccc(F)c2)c2ccccc2c1=O
 : i	i
COc1ccc(/C=N/Nc2ccccn2)c(OC)c1OC
 : i	i
O=C(Nc1cccc(Cl)c1)c1cc2c(=O)n3ccccc3nc2s1
 : i	i
Cc1ccc(S(=O)(=O)c2nc(S(=O)(=O)CCO)sc2N2CCOCC2)cc1
 : i	i

Whole records from above. Values in the order: CHT inh	CHT allo act
Nc1nc(SCc2cccc([N+](=O)[O-])c2)n[nH]1 as listed: i	i
COc1ccc(C(=O)NC(=S)NNC(=O)c2cnccn2)cc1 as listed: i	i
COc1ccc(CN2CCN(Cc3c[nH]c4ccccc34)CC2)cc1 as listed: i	i

Next results:
Under each structure: CHT inh	CHT allo act
COc1ccc(CC(=O)Nc2c3c(nn2-c2cccc(C)c2C)CS(=O)(=O)C3)cc1
 : i	i
O=C(CCNC(=O)c1ccco1)Nc1ccccc1N1CCOCC1
 : i	i
O=C(c1ccco1)N1CCc2ccccc21
 : i	i
CCn1cc(CCC(=O)NCCN2CCOCC2)c2ccccc21
 : i	i
CN(C(=O)n1cnc2ccccc21)c1ccccc1
 : i	i
Cc1c(Cl)cccc1NC(=S)NC1CCCC1
 : i	i
O=C(O)COc1cccc2nsnc12
 : i	i
CCOC(=O)c1csc(Nc2nc3ccc(F)cc3s2)n1
 : i	i
COC(=O)C(CCSC)NC(=O)CNS(=O)(=O)c1ccc(Cl)cc1 (stereo not given)
 : i	i
C=CCn1nnc2sc3c(c2c1=O)CCC(C)C3 (stereo not given)
 : i	i
COc1ccc(-c2noc3c2-c2nc(-c4ccccc4)sc2CC3)cc1
 : i	i
Clc1c(-c2ccccc2)nnn1-c1ccccc1
 : i	i
Cc1ccc(/C=c2\sc3nc(-c4ccco4)nn3c2=O)o1
 : i	i
CCC(C)c1ccc(NC(=O)c2[nH]c(C)c(C(C)=O)c2C)cc1 (stereo not given)
 : i	i
COc1cccc(C(=O)Nc2ccccc2C(=O)N2CCCC2)c1
 : i	i
CC(C)c1ccc(/C=C(\NC(=O)c2ccccc2)C(=O)NCCN2CCOCC2)cc1
 : i	i
COc1ccc(-c2nnn(Cc3nc(N)nc(N4CCCCC4)n3)n2)cc1
 : i	i
CC1(C)CC(=O)C(CC(=O)NC2CCCc3ccccc32)C(=O)C1 (stereo not given)
 : i	i
O=C(CSc1ncnc2scc(-c3ccccc3)c12)N1CCN(c2ccccc2F)CC1
 : i	i
CCn1c(SCc2ccccc2Cl)nc2ccccc21
 : i	i
Cc1cc(C)n2nc(C(=O)Nc3c(C)nn(Cc4ccc(F)cc4)c3C)cc2n1
 : i	i
COC(=O)C1C(O)=C(C=NCc2ccccc2)C(=O)CC1(C)C (stereo not given)
 : i	i
O=S(=O)(c1ccc(Cl)cc1)n1cccn1
 : i	i
O=C(CN1C(=O)NC(Cc2c[nH]c3ccccc23)C1=O)NCCc1ccccc1 (stereo not given)
 : i	i
Cn1c(=O)c2c(nc(Cl)n2CCOc2ccccc2)n(C)c1=O
 : i	i
CCOC(=O)C1CCCN(C(=O)c2ccc(Cl)cc2)C1 (stereo not given)
 : i	i
O=[N+]([O-])c1ccc2nc(-c3ccccc3[N+](=O)[O-])[nH]c2c1
 : i	i
N#Cc1ccc(/C=C\c2nccc3c2[nH]c2ccccc23)cc1
 : i	i
CC(C)CC(=O)Nc1ccc(C(=O)COc2ccc(-c3nnco3)cc2)cc1
 : i	i
Cc1nc2ccccc2nc(C)c1=NOCc1cccc(Cl)c1
 : i	i
Cc1onc(-c2ccccc2)c1C(=O)N/N=C/c1cn(C)c2ccccc12
 : i	i
CCN(CC)S(=O)(=O)c1ccc2c(c1)nc(SCC(N)=O)n2-c1ccc(OC)cc1
 : i	i
COc1ccc(C(=O)Nc2ccccc2Cc2ccccc2)c(OC)c1
 : i	i
CC(/C=C1\NC(=S)NC1=O)=C\c1ccccc1
 : -5.45*	i
C=CCOC(=O)C1=C(C)Nc2nnnn2C1c1cccc(OC)c1OC (stereo not given)
 : i	i
O=C(NCc1cccc(Cl)c1)c1ccc2ccccc2n1
 : i	i
CCOC(=O)c1ccc(NC(=S)N(CCCN2CCCC(C)C2)Cc2ccco2)cc1 (stereo not given)
 : i	i
CSc1nsc(/C=C/Nc2ccc(O)cc2C)c1C#N
 : i	i
CCc1cc(=O)oc2cc(C)cc(OCC(C)=O)c12
 : i	i
Cc1c(C(=O)N/N=C/c2ccccc2)sc(=S)n1C
 : i	i
CCn1c(=O)cc(SCC(=O)Nc2ccc3c(c2)OCO3)c2ccccc21
 : i	i
Cc1cc(C)c(-c2cc(NC(=O)COC(=O)c3ccc(C#N)cc3)n(-c3ccccc3)n2)cc1C
 : i	i
O=C(CSc1oc(-c2cccs2)nc1S(=O)(=O)c1ccc(F)cc1)NCC1CCCO1 (stereo not given)
 : i	i
Cc1cc(Nc2ccccc2)n(CCO)n1
 : i	i
